Source: PubChem BioAssay
VCAM1 TNFa inh: reduces TNF alpha induced VCAM1 expression in HUVEC; HUVEC TNFa-induced VCAM-1 immunofluorescence, high-content imaging; hit rate 0.48% among 95,000; AID 802; inhibition, % at 2 µM;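 active = inhibition above the batch mean plus 3 SD, with images confirmed as a hit by eye, cut at about 37% in these data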;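 note: 0% = TNF-stimulated DMSO wells and 100% = unstimulated control wells; not every result past the cut was called active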
F-actin modifier: alters cytoskeleton assembly in HUVEC cells | HUVEC TNFa F-actin phalloidin imaging, high content | inhibition, % at 2 µM | hit rate 0.18% among 91,000 | AID 836;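 active = inhibition above the batch mean plus 3 SD and confirmed as a hit by visual image inspection, cut at about 30% in these data, passing the limit was not always enough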; note: strong numbers were not always called active
sEH inhibitor: inhibitors of human soluble epoxide hydrolase. AID 707. inhibition, % at 2 µM. recombinant human sEH enzymatic activity assay. hit rate 0.34% among 91,000; in the data active = inhibition above about 80%; note: values of inactives mirror those of a sister screen read the other way; many of its hits are not listed in these tables
Smad3 FoxH1 inh: Smad3 (human) transcription factor binding inhibition | P84022 | TR-FRET Smad3/Dy647-FoxH1 peptide binding, europium anti-His | inhibition, % at 25 µM | hit rate 0.29% among 88,000 | AID 630;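 active = compounds that reduce the energy-transfer binding signal between the protein and its labelled peptide by more than half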;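 note: 0% = Smad3 plus labelled peptide maximal FRET and 100% = peptide-only background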
Target sequence (P84022 whole entry, looked up): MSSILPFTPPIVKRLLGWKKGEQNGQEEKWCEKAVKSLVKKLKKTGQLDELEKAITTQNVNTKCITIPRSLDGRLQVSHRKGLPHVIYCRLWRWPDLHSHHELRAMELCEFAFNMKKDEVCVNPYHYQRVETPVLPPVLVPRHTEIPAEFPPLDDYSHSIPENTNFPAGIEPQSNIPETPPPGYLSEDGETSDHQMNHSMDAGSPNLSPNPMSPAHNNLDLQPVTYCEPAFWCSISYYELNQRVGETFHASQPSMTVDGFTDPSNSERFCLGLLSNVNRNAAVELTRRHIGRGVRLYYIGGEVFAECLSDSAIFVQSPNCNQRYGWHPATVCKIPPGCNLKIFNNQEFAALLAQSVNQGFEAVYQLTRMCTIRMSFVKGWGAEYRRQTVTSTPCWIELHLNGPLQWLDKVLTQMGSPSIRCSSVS
HUVEC tox IL1B: HUVEC cytotoxicity counter-screen, IL-1B stimulated; AID 845; cell count reduction, % at 2 µM; hit rate 0.41% among 94,000; HUVEC cell count loss, Hoechst imaging;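 active = cell count reduction more than 3 SD above the screen-wide mean, cut at about 70% in these data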;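 note: normalized per plate to untreated control cells as the no-loss baseline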
ERb coact inh: blocks coactivator binding to human estrogen receptor beta; Q92731; AID 633; hit rate 1.3% among 86,000; TR-FRET ER-beta LBD / SRC1-Cy5 peptide binding; receptor agonist-loaded with 1 µM estradiol; inhibition, % at 25.6 µM;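 active = compounds whose percent inhibition of the receptor-coactivator binding signal exceeds about 50% in the single-dose screen, limit read from the data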;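 note: 0% = receptor plus peptide wells without compound and 100% = peptide-only wells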
Target sequence (Q92731 whole entry, looked up, the tested form may be a part): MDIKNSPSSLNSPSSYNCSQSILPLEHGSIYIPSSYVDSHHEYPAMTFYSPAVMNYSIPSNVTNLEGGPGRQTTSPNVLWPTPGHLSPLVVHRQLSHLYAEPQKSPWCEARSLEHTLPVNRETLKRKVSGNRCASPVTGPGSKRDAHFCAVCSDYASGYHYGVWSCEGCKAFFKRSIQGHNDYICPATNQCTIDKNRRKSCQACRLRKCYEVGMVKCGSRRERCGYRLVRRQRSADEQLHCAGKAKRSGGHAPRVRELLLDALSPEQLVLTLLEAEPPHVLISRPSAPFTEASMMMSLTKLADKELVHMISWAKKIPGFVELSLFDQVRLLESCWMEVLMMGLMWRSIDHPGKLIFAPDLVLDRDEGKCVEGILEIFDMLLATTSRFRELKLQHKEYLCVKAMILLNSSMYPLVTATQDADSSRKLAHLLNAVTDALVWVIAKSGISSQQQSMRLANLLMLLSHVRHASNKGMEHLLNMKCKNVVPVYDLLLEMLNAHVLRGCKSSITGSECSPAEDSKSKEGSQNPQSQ
sEH activator: activators of human soluble epoxide hydrolase | P34913 | purified human sEH enzymatic activity, activator screen | activation, % at 2 µM | hit rate 0.04% among 91,000 | AID 717; in the data active = activation above about 37%; note: values of inactives mirror those of a sister screen read the other way
HUVEC tox TNFa: HUVEC cytotoxicity counter-screen, TNF alpha stimulated. HUVEC TNFalpha-stimulated, Hoechst cell count, imaging. cell count reduction, % at 2 µM. hit rate 0.17% among 93,000. AID 848;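 active = cell count reduction exceeding the screen mean by over 5 SD, scaled to untreated wells per plate, cut at about 78% in these data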;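 note: cells counted after 24 h of TNF alpha exposure following the 1 h pretreatment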
Candida biofilm: kills Candida albicans biofilms. C. albicans biofilm + clotrimazole, Alamar Blue. inhibition, % at 6 µM. hit rate 0.14% among 85,000. AID 834;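 active = inhibition above 20%; inactive = inhibition below 20%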;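 note: preformed 24 hr biofilms exposed to compound for 48 hr; 0% = biofilm without compound and 100% = blank killed by clotrimazole plus chlorhexidine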
* marks the source's active call; other numbers are inactive results; x = no result given; [ ] = remark or other dose. Not all compounds are listed; rates above refer to the full screens.

compound	VCAM1 TNFa inh	F-actin modifier	sEH inhibitor	Smad3 FoxH1 inh	HUVEC tox IL1B	ERb coact inh	sEH activator	HUVEC tox TNFa	Candida biofilm
CCOC(=O)C1Cc2ccccc2C(=O)O1 (stereo unspecified)	-21	15	0	10	-9	-11	1	-9	x
O=c1c[n+]([O-])c2ccccc2n1OCc1ccccn1	1	9	-4	7	-24	-6	2	5	8
COC(=O)[C@H]1C2CCC(C(=O)OC)(CC2)[C@H]1C(=O)OC	5	9	8	-5	-26	-12	-7	-24	1
COc1ccc(N=NC2=C(O)CC(C)(C)CC2=O)c(OC)c1	20	-23	4	8	-23	-17[fluorescence artefact?]	-7	10	6
Cn1nc(C(F)(F)F)c(/C=N/OC(=O)c2ccccc2)c1Cl	-3	10	-8	x	14	x	11	0	x
O=C(c1ccccc1)N(Cc1ccco1)C1CCS(=O)(=O)C1 (stereo unspecified)	16	-12	1	11	-1	-7	-2	10	8
CCC(=O)Nc1nc(C)cc(SCC(=O)OC)n1	-3	-13	-11	2	-38	-1[fluorescence artefact?]	7	-2	10
CCOC(=O)C1(S(=O)(=O)c2ccccc2)CCN(Cc2ccccc2)CC1	-6	-4	-1	x	12	x	2	11	x
CCc1nc(NCCC(C)C)c(C#N)c2c1CCCC2	4	-1	-15	-6	11	15	12	2	3
COc1cc(-c2nnc(SCc3c(F)cccc3Cl)o2)cc(OC)c1OC	19	-26	-14	9	7	-4	15	-28	6
CC1CCCCC1NC(=O)Cn1[nH]c(=O)c2ccccc2c1=O (stereo unspecified)	-35	-11	-1	10	-20	1[fluorescence artefact?]	1	-62	5
Cc1nnc(NC(=O)CSc2nc3ccccc3o2)s1	10	-9	2	4	18	-3[fluorescence artefact?]	0	-17	8
CN(C)CC(=O)Nc1ccc(S(N)(=O)=O)cc1	-4	-32	-1	5	-6	-9	0	-7	4
O=C(Cc1ccc(Cl)cc1)Nc1nc2ccccc2[nH]1	-27	5	-19	x	12	x	17	7	x
COc1cccc(C(=O)CSc2nnc(-c3cccs3)o2)c1	13	-38	7	-6	-45	-5	-6	-16	7
O=C(CCCCCN1C(=O)c2ccccc2C1=O)Nc1ccccc1	9	-2	20	-1	x	-4	-22	-24	-1
O=C(NNc1ccc(C2CCCCC2)cc1)C(O)(c1ccccc1)c1cccs1 (stereo unspecified)	-25	-6	-1	x	-4	x	5	-39	x
CCCCN1c2ccccc2N(CCCO)c2cc(C)nnc21	5	-21	-12	9	-90	-1	10	22	8
COc1cccc(C(=O)Nc2nc3c(c(=O)[nH]2)CCCC3)c1	-4	-12	-10	-2	9	-9	8	-9	3
O=C(c1ccccc1)N1CCN(C2C3CC4CC(C3)CC2C4)CC1 (stereo unspecified)	-4	x	9	14	-4	-4	-11	-2	0
COc1ccc(OC)c(S(=O)(=O)N2CCCCC2C(=O)O)c1 (stereo unspecified)	18	19	-7	5	-2	0	1	15	6
O=C1CC(N2CCN(CCc3ccccn3)CC2)C(=O)N1c1ccc(Cl)cc1 (stereo unspecified)	-14	10	-10	x	11	x	8	-15	x
COc1ccc(S(=O)(=O)Nc2nc3ccccc3s2)cc1OC	-6	8	-14	9	x	-2	11	-21	4
Cc1ccc(N(CC(=O)NC2CCCC2)C(=O)CCCC(=O)Nc2ccccn2)cc1C	12	2	x	2[fluorescence artefact?]	-6	-5	x	17	9
COC(=O)c1c(NC(=O)c2ccc(Br)s2)sc2c1CCC2	9	2	-12	5[fluorescence artefact?]	-17	6[fluorescence artefact?]	12	-26	5

Copied from the list.
O=c1c[n+]([O-])c2ccccc2n1OCc1ccccn1 – HUVEC tox IL1B = -24
Cc1nnc(NC(=O)CSc2nc3ccccc3o2)s1 – Candida biofilm = 8
O=C(NNc1ccc(C2CCCCC2)cc1)C(O)(c1ccccc1)c1cccs1 (stereo unspecified) – sEH activator = 5

Continued:
compound	VCAM1 TNFa inh	F-actin modifier	sEH inhibitor	Smad3 FoxH1 inh	HUVEC tox IL1B	ERb coact inh	sEH activator	HUVEC tox TNFa	Candida biofilm
CCCC(c1c(C)n(C)n(-c2ccccc2)c1=O)c1c(C)n(C)n(-c2ccccc2)c1=O	3	2	14	-8	0	-1[fluorescence artefact?]	-12	-14	3
Nc1cc(-c2ccc(Cl)cc2)nn1S(=O)(=O)c1ccc(Cl)cc1	-3	4	-17	2	-10	-2	14	-11	7
COc1ccc(NC(=O)CSc2nc(N)c(-c3ccccc3)c(=O)[nH]2)cc1	25	22	4	x	-34	x	-4	-33	x
Cc1cc(C)n2c(SCC(=O)N(C)C3CCS(=O)(=O)C3)nnc2n1 (stereo unspecified)	-2	12	5	8	-8	15	-5	-28	10
Nc1c(C(=O)c2cccs2)oc2ccccc12	18	10	-14	-3	-17	-4	11	-14	2
COC(=O)C1=C(C)NC(=O)NC1C1CC=CCC1 (stereo unspecified)	20	-7	x	1	-33	3[fluorescence artefact?]	x	-5	8
CC(C)CC(NC(=O)C1CCC(C)CC1)C(=O)NCc1ccccn1 (stereo unspecified)	14	-14	-3	0	8	-2[fluorescence artefact?]	1	-8	x
O=C(Nc1cccc2ccccc12)OC1C=CS(=O)(=O)C1 (stereo unspecified)	7	-4	-1	6	-4	-17	6	5	4
COc1ccc(Cl)cc1Nc1nc(NCCO)nc(N2CCCC2)n1	7	5	-9	8	-15	9	15	-14	8
COc1ccc(Oc2nc3ccccc3nc2C(F)(F)F)cc1	4	-23	-8	x	5	x	11	-16	x
CCCN(CCO)Cc1cccc(Oc2ccccc2)c1	-12	x	7	7	-16	1[fluorescence artefact?]	-6	-35	3
COC(=O)Sc1nnc(-c2ccc(Br)cc2)o1	2	-11	x	x	-28	x	x	-28	x
Brc1cccc(/C=N\n2cnnc2)c1	-8	1	-1	0	6	-2	1	-43	3
O=C(c1ccc2c(c1)OCO2)N1CCCN(C(=O)c2ccc3c(c2)OCO3)CC1	-12	-6	5	-5	-16	2	-4	-7	6
COc1ccccc1NC(=O)CSc1nnc(-c2ccncc2)n1CC1CCCO1 (stereo unspecified)	12	-10	-4	x	-12	x	2	-45	x
CCOc1ccccc1NC(=O)C1CCCN(S(=O)(=O)c2ccc(OC)c(C)c2)C1 (stereo unspecified)	-8	-2	7	-1	-18	-6	-8	-6	6
NC(=O)C1CCN(C(=O)c2ccc(C(F)(F)F)cc2)CC1	35	13	x	-3	2	17	x	-7	5
Oc1ccc(Cl)cc1-c1cc(-c2ccco2)[nH]n1	5	7	x	-8	7	11	x	-14	3
CC(=O)C(Sc1nn(C)c(=S)s1)C(=O)Nc1ccccc1 (stereo unspecified)	18	6	x	-6	-8	-1	x	-27	0
CN(C)c1ccc(/C=C(\C#N)C(=O)Nc2nc3c(s2)CCN(Cc2ccccc2)C3)cc1	13	11	2	13[fluorescence artefact?]	-7	3	-3	6	10
N/C(=N\OC(=O)c1ccc(Br)cc1)c1ccccc1	-58	7	-5	x	-31	x	6	-26	x
O=C(COC(=O)[C@H](Cc1ccccc1)NC(=O)c1ccco1)NC(c1ccccc1)c1ccccc1	-11	5	13	x	19	x	-10	-21	x
Cc1ccccc1-n1c(Cn2c(=O)sc3ccccc32)nnc1SCC(=O)N1CCOCC1	2	5	-2	2	-5	1	5	-16	0
O=C(CN(C(=O)CNS(=O)(=O)c1ccccc1)c1ccc2c(c1)OCCO2)NC1CCCCC1	8	-13	34	4	-13	2	-35	-12	-5
Cc1ccc(SCc2[nH]nc3c2C(c2ccc(C)o2)C(C#N)=C(N)O3)cc1 (stereo unspecified)	20	-1	2	x	-15	x	-1	-20	x
Cc1noc(C)c1S(=O)(=O)N(CC(=O)NCc1ccc(Cl)cc1)c1ccc2c(c1)OCO2	6	-16	14	7	-41	0	-13	-7	1
Cc1cc(N2CCC3(CC2)OCCO3)n2nc(C)c(-c3ccc(Cl)cc3)c2n1	-4	-1	-14	9[fluorescence artefact?]	4	-3	10	6	1
Cn1c(SCC(=O)NC2CCCCC2)nnc1-c1cc2cc(Cl)ccc2o1	-8	5	1	-118	-5	25[fluorescence artefact?]	2	x	6
CCC(C)n1c(SCC(=O)NCc2ccco2)nnc1-c1cccc(S(=O)(=O)N2CCOCC2)c1 (stereo unspecified)	-2	4	-3	-4[fluorescence artefact?]	-5	7	6	-23	2
COc1ccc(OC)c(NC(=O)c2nnn(CCc3ccccc3)c2N)c1	0	13	x	2	4	2	x	-21	4
COc1ccccc1N(CC(O)CN(c1ccccc1)S(C)(=O)=O)S(=O)(=O)c1ccccc1 (stereo unspecified)	-12	7	29	3	-19	-6	-25	-31	7
CCOC(=O)C(Cc1ccccc1)NC(=O)CCc1c(C)nc2nc(C)nn2c1C (stereo unspecified)	-16	-12	-9	4	-7	8	11	6	8
COc1ccc(NC(=S)NCCc2ccccc2)c(OC)c1	4	-22	4	x	5	x	-2	-3	x
COc1ccc(Cl)cc1NC(=O)CN1CCC(n2nnc3cc(F)ccc32)CC1	-7	-7	7	-20	92*	34	-9	2	2
c1csc(CN2CCN(Cc3cccs3)C2c2cccs2)c1	-6	3	14	2	-4	6	-13	7	9
Cc1ccc(OCc2nc(-c3ccccn3)no2)c(Br)c1	-6	4	0	3	-32	6	0	-18	11
c1ccc(-c2cc(N3CCOCC3)nc3ccccc23)cc1	-4	-13	1	15	-18	-3	1	-13	1
COc1ccc(S(=O)(=O)N2CCOCC2)c(C)c1C	-5	4	16	15[fluorescence artefact?]	-15	-22[fluorescence artefact?]	-12	-21	7
CCN1C(=O)CC(N2CCC(Cc3ccccc3)CC2)C1=O (stereo unspecified)	x	x	12	-4	1	-3	-13	x	2
CCOC(=O)N1CCN(c2ccc(S(=O)(=O)N(Cc3ccccc3)Cc3ccccc3)cn2)CC1	6	11	0	-1	-5	-6	0	0	8
